Assay outcomes: PubChem BioAssay, several laboratories
Runt-CBFb FRET = blocks binding of human RUNX1 Runt domain to CBFb | Q01196+Q13951 | Cerulean-Runt/Venus-CBFb FRET ratio 530/480, 1 h | inhibition, % at 20 µM | 220,000 compounds, 0.46% hits | AID 1496;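 active = inhibition over about 50% at 20 µM in the single-dose screen, limit read from the data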;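 note: 0% = DMSO wells and 100% = excess unlabeled CBFb competitor control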
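Schedule: protein complex preformed 1 h, compound exposure 1 h, room temperature, dark; test system: Cerulean-labeled Runt domain protein; amount: 100 nM per protein; buffer or medium: Tris 50 mM pH 7.5, KCl, K2SO4, 0.01% BSA; read-out: loss of energy transfer signal; detection: FRET fluorescence; controls: 5 µM unlabeled CBFb as full-inhibition high control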
Calpain2 inh = blocks pig calpain II enzyme activity; inhibition, % at 16 µM; 220,000 compounds, 0.37% hits; AID 1236; purified calpain II, fluorogenic peptide substrate, 30 min;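 active = inhibition above about 50%, limit read from the data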
NCF1 inh = p47phox (human) inhibition; p47phox/p22phox peptide binding, fluorescence polarization, 2 h; inhibition, % at 24.7 µM; 220,000 compounds, 0.53% hits;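 active = inhibition above about 30%, limit read from the data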;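 note: 0% = p47phox with labelled peptide and 100% = labelled peptide alone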
RBBP9 inh = human RBBP9 hydrolase inhibition; recombinant RBBP9, FP-Rh probe fluorescence polarization; inhibition, % at 7.94 µM; 220,000 compounds, 0.2% hits;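 active = inhibition above the campaign mean of all tested compounds plus 3 SD, cut at about 14% in these data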;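 note: plate controls were DMSO wells with RBBP9 for no effect and wells lacking RBBP9 protein for full effect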
Target sequence (O75884 whole entry, looked up): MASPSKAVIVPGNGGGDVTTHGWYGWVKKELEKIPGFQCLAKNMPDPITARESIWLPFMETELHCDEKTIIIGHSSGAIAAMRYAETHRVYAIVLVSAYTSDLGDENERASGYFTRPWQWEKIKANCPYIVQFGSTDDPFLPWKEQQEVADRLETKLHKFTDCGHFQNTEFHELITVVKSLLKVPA
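System: RBBP9 protein / Buffer or medium: Tris/NaCl buffer pH 8.0 with 0.1% Pluronic / Probe or stimulus: Serine-hydrolase probe FP-Rh, 375 nM pre-mixing / Dosing: 7.94 µM single dose, 0.794% DMSO / Times: enzyme-compound preincubation 30 min, then probe labeling 45 min, 25 °C / Technique: fluorescence polarization (mP), excitation 525 nm, emission 598 nm / Replication: singlicate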
p97 inhibitor = blocks human p97 ATPase activity; AID 1481; P55072; inhibition, % at 8 µM; 220,000 compounds, 0.42% hits; recombinant p97 ATPase, Kinase-Glo ATP luminescence, 3 h; in the data active = inhibition above about 15%;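 note: 0% = DMSO vehicle and 100% = wells lacking enzyme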
Target sequence (P55072 whole entry, looked up): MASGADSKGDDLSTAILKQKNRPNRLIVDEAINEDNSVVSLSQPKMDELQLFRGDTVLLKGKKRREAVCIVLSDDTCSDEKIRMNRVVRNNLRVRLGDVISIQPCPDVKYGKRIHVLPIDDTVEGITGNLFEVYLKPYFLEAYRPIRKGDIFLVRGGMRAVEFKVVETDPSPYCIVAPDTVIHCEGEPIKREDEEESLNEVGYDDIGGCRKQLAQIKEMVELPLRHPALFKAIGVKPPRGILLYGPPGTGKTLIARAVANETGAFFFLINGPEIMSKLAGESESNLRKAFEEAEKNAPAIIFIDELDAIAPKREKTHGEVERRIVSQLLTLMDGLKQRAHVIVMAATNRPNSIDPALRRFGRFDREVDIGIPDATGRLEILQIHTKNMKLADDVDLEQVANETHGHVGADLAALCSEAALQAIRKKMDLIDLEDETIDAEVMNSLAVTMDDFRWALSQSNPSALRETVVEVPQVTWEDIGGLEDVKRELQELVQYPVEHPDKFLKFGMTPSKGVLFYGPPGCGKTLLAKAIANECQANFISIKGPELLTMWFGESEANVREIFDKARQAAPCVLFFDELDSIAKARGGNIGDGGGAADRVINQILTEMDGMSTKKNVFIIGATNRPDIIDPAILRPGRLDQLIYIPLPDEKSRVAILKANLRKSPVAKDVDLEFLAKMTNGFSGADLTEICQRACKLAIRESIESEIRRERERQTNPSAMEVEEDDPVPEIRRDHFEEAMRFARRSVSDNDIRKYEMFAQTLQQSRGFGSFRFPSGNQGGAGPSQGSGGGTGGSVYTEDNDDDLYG
Runt-SMMHC FRET = Runt domain-CBFb-SMMHC interaction inhibition. Q01196+Q13951. Cerulean-Runt/Venus-CBFb-SMMHC FRET ratio 530/480, 1 h. inhibition, % at 20 µM. 220,000 compounds, 0.74% hits;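 active = mean inhibition across duplicate retests at 20 µM reaching about 50%, limit read from the data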;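 note: 0% = DMSO wells and 100% = wells with excess untagged CBFb-SMMHC; inhibitors lower the FRET ratio by blocking Runt binding to CBFb-SMMHC; some results filed as inactive read as strong as hits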
TbHK1 inh = T. brucei hexokinase 1 inhibition | recombinant TbHK1, G6PDH-coupled NADH A340 | inhibition, % at 10 µM | 220,000 compounds, 0.11% hits;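 active = inhibition of 50% or more in the single-dose primary screen; inactive = inhibition below 50%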
EBV gp42 inh = inhibitors of Epstein-Barr virus glycoprotein 42; Q1HVG2; Fluorescence polarization binding assay, mP read-out; inhibition, % (tested at 21.74 µM); 220,000 compounds, 0.42% hits; in the data active = inhibition above about 50%
Furin inh = human furin inhibition; P09958; purified furin, fluorogenic substrate cleavage; inhibition, % at 30 µM; 220,000 compounds, 0.061% hits; AID 463115; in the data active = inhibition above about 25%; note: inactives centre near -15
The depositor's hits bear a star; / = no result given; [ ] = dose if it differs, or a comment.

SMILES	Runt-CBFb FRET	Calpain2 inh	NCF1 inh	RBBP9 inh	p97 inhibitor	Runt-SMMHC FRET	TbHK1 inh	EBV gp42 inh	Furin inh
CC(=O)NC(C(=O)OCC(=O)N(c1ccccc1)c1ccccc1)C(C)C (stereo not given)	2	9	2	-6	-7	3	-2	-22	-13
CCCc1nc2oc3cc(OC)ccc3c(=O)c2c(=O)n1CCc1ccccc1	-4	0	-16	-1	2	2	-7	0	-13
CCOc1ccc(N2C(=O)CC(NCCc3ccncc3)C2=O)cc1 (stereo not given)	4	-13	-6	5	5	33	2	-5	-16[20 µM]
CCn1c(-c2ccco2)nc2ccccc21	12	-26	-7	-4	-5	5	0	-24	-16[20 µM]
O=C1NCC2=C1C(c1ccccc1)Nc1ccccc1N2 (stereo not given)	-1	14	1	-4	1	-7	-6	-6	-15
Cc1ccc(-n2nnnc2/C=C\Nc2cc(C)on2)cc1	-2	-3	-5	2	5	2	-6	-7	-24
CCCC(=O)Nc1nnc(-c2cccc(OCC)c2)s1	-1	13	-1	-5	-1	5	-10	-6	-19
CCOC(=O)c1oc2ccc(S(=O)(=O)n3nc(-c4ccc(OC)cc4)cc3N)cc2c1C	-4	-61	-12	-4	4	-9	-16	-9	-28
CN(C)Cc1cc(C(C)(C)C)c(O)c(C(C)(C)C)c1	0	3	-11	-5	-1	4	-1	3	-2
O=C(CCCn1c(=O)c2sccc2n(CC(=O)OCc2ccccc2)c1=O)NCc1ccco1	-2	-8	-5	-9	-7	3	6	-7	-16
O=C(CS(=O)(=O)c1cn(Cc2ccc(F)cc2)c2ccccc12)N1CCCCC1	-4	18	-1	5	6	-1	-1	0	-20[20 µM]
O=C(Cn1c(CSc2ccccc2)nc2ccccc21)Nc1ccccc1	-1	-13	-9	2	-2	0	-1	17	-21[20 µM]
COc1ccc(-c2ccn(-c3cccc(F)n3)n2)cc1	2	-68	-23	-3	2	-7	-3	-7	-27
N#CC1=C(N)N(c2ccccc2)C2=C(C(=O)CCC2)C1c1cccs1 (stereo not given)	8	-98	-69	-4	0	-21	-8	-21	1[20 µM]
CCn1ccnc1C(O)c1ccc(N(C)C)cc1 (stereo not given)	1	-15	0	-6	-4	4	4	-12	2
CC(=O)Nc1nc(SCc2cccc3ccccc23)n[nH]1	-2	1	16	-3	3	0	-2	-11	-20[20 µM]
Cc1ccc(S(=O)(=O)NCc2ccco2)cc1C(N)=O	2	29	-3	-1	-4	1	11	-7	-18
S=C(Nc1ccccc1Cl)N1CCN(Cc2ccccc2)CC1	3	22	-9	-2	-5	1	0	-2	-11
CO/N=C/c1cn(-c2ccc(Cl)cc2)nn1	1	-14	-6	2	4	4	3	-2	-14
NS(=O)(=O)c1ccc(NC(=O)COC(=O)COc2cccc(C(F)(F)F)c2)cc1	1	-25	-3	-6	5	-1	2	-7	-12
CCCNC(=O)Nc1ccc(C(F)(F)F)cc1	0	9	-6	-5	6	2	-6	-9	-21
Cc1ccc(S(=O)(=O)CC(C)N2CCN(C3CCCCC3)CC2)cc1 (stereo not given)	0	21	5	-1	5	0	8	7	-20[20 µM]
CCCCN(CCCC)S(=O)(=O)c1ccc(OC)c2ncccc12	-9	7	-2	-13	-5	1	-1	-7	-7
C/C(=N\NC(=O)CSc1nc2ccccc2c(=O)n1-c1ccccc1C)c1cccs1	-2	-2	0	5	7	2	33	-7	-13
CCCCOC(=O)C(NC(=O)c1ccccc1)=C(C)C	-1	-6	7	6	1	0	-3	-6	-10[20 µM]
SMILES	Runt-CBFb FRET	Calpain2 inh	NCF1 inh	RBBP9 inh	p97 inhibitor	Runt-SMMHC FRET	TbHK1 inh	EBV gp42 inh	Furin inh
COc1ccc(-c2noc(CN(C)C(=O)Nc3ccccc3)n2)cc1	0	25	-6	-3	1	0	0	-3	-19
Cn1c(=O)c(=O)n(C)c2cc(S(=O)(=O)N3CCCC3C(=O)NCc3cccnc3)ccc21 (stereo not given)	1	-9	-16	4	7	0	-15	-13	-16
c1ccc(-c2csc3ncnc(NCCCN4CCOCC4)c23)cc1	-1	11	-24	5	0	1	3	-3	-4[20 µM]
COc1ccc(C(NC(=O)c2ccco2)c2ccc(OC)c(OC)c2)cc1OC	1	-3	3	-3	-1	3	-3	-21	-15
O=S(=O)(NCc1cccnc1)c1ccc2c(c1)OCCO2	1	-11	6	-2	2	4	3	-14	-17[20 µM]
Cc1cc(C)cc(NC(=O)CN2CCC(NC(=O)Cc3ccccc3)CC2)c1	0	16	-8	-3	0	-3	-2	-11	-4[20 µM]
Cc1ccc(C(=O)Oc2cc(C)[nH]c(=O)c2[N+](=O)[O-])cc1	10	-1	0	-2	-1	6	1	-20	-18
O=C(Nc1ccc(NC(=O)c2ccccc2Cl)nc1)c1ccncc1	0	6	0	-3	6	-2	-7	-14	-23
Cn1c(-n2c(CCCN3C(=O)c4ccccc4C3=O)nc3ccccc3c2=O)nc2ccccc21	-1	-22	-11	-2	3	2	-2	-18	-21
COCCOC(=O)C1=C(C)NC2=C(C(=O)CC(C)(C)C2)C1c1cccnc1 (stereo not given)	50*	-423	-2	-7	2	109*	-6	-3	-13
CCn1c(SCc2ccc(F)cc2)nc2c(c1=O)SCC2	-3	20	5	-6	0	-2	-14	-8	-8
O=C(CNC(=O)c1ccc(Cl)cc1)NCC(F)(F)F	-3	0	-4	-3	3	-3	36	-9	-14
COc1ccc(NC(=S)N(CCCN2CCC(C)CC2)Cc2cccs2)cc1	0	1	-10	-3	1	-1	-1	-7	-20
CCOC(=O)N1CCN(c2nc3ccccc3nc2C(C#N)C(=O)NCCc2ccccc2)CC1 (stereo not given)	-19	12	5	-5	-4	-108	-7	33	-11
Cc1cc(NC(=O)CSc2ncnc3ccccc23)no1	2	-32	-10	5	5	1	1	-3	-15
CCCNC(=O)c1ccc(CN2CCOCC2)cc1	0	-21	4	3	4	-2	-8	0	-16
CC(C)CC(=O)OCC(=O)Nc1ccccc1Sc1ccccc1	-2	11	3	-4	-3	0	-1	4	-12
COc1ccc(OC)c(S(=O)(=O)Nc2cc(Cl)cc(Cl)c2)c1	-2	-13	-9	-8	-7	-3	7	-4	-4[20 µM]
O=C(O)CCCC(=O)Nc1ccc(N=Nc2ccccc2)cc1	1	-4	16	-3	4	-3	-32	0	-5
COc1cccc(NS(=O)(=O)c2cc(C)sc2C)c1	-2	15	-14	1	2	-2	5	-10	-56[20 µM]
Nc1nonc1N1CCCCC1	0	6	-1	-1	-4	-3	2	-8	-8[20 µM]
CCOc1ccc(/C=N/NC(=O)C(OC)c2ccccc2)cc1 (stereo not given)	0	23	/	6	1	3	-4	-10	-20
O=[N+]([O-])c1ccccc1/C=N/n1c(C(F)(F)F)n[nH]c1=S	15	8	3	1	9	8	3	-30	-27
COC(OC)c1ccc(C#N)c(SCc2ccc(C)cc2)n1	-1	21	-5	-3	-9	-2	-1	-10	-19
O=C(CN(c1cccc([N+](=O)[O-])c1)S(=O)(=O)c1ccccc1)NCc1ccccc1	2	-2	-1	-8	1	5	38	-2	-15

The closing 2 entries of the part before lead into the next.
SMILES	Runt-CBFb FRET	Calpain2 inh	NCF1 inh	RBBP9 inh	p97 inhibitor	Runt-SMMHC FRET	TbHK1 inh	EBV gp42 inh	Furin inh
COC(OC)c1ccc(C#N)c(SCc2ccc(C)cc2)n1	-1	21	-5	-3	-9	-2	-1	-10	-19
O=C(CN(c1cccc([N+](=O)[O-])c1)S(=O)(=O)c1ccccc1)NCc1ccccc1	2	-2	-1	-8	1	5	38	-2	-15
CCN(CC)c1nc2cc(C)ccc2cc1/C=C(\C#N)C(N)=O	-19	-9	-18	-1	3	-29	-8	-9	-10
O=C(C/C=N\O)Nc1ccc(Oc2ccccc2)cc1	2	-1	-10	0	-2	1	-4	-4	-30
O=C(c1c[nH]c2ccc(S(=O)(=O)N3CCC4(CC3)OCCO4)cc2c1=O)N1CCOCC1	1	-116	1	-4	1	-4	-14	6	-1[20 µM]
N#Cc1cc2c(nc1SCC(=O)N1CCCCC1)CCCCC2	9	25	6	-7	-6	18	-1	2	-27[20 µM]
Cc1ccc(-c2nc(CN(C)C(C3CC3)C3CC3)c(C)o2)cc1	0	-41	-23	-1	4	-1	-1	-11	-25
CCN(CC)CCN1C(=O)C(O)=C(C(=O)c2cccs2)C1c1ccccn1 (stereo not given)	5	-8	-8	4	1	-2	-21	-10	-14[20 µM]
Cn1c[n+](C)cc1/C=N/O	-5	-9	-5	-10	8	12	7	-53	-5
COc1ccc2c(c1)CCCC21NC(=O)N(CC(=O)NC(=O)NCc2ccccc2)C1=O (stereo not given)	-2	-5	-17	2	2	-2	-3	-4	-30
CCOc1ccc2nc(NC(=O)CSC3=NCCS3)sc2c1	-2	10	-8	-14	-5	3	9	-12	-6
Cc1nc2nc(-c3ccco3)[nH]n2c(=O)c1C	4	-50	-5	-4	-1	2	-8	-20	-18[20 µM]

Filtered by structure, those above with an aryl thioether with sulfur outside any ring.
SMILES	Runt-CBFb FRET	Calpain2 inh	NCF1 inh	RBBP9 inh	p97 inhibitor	Runt-SMMHC FRET	TbHK1 inh	EBV gp42 inh	Furin inh
O=C(Cn1c(CSc2ccccc2)nc2ccccc21)Nc1ccccc1	-1	-13	-9	2	-2	0	-1	17	-21[20 µM]
CC(=O)Nc1nc(SCc2cccc3ccccc23)n[nH]1	-2	1	16	-3	3	0	-2	-11	-20[20 µM]
C/C(=N\NC(=O)CSc1nc2ccccc2c(=O)n1-c1ccccc1C)c1cccs1	-2	-2	0	5	7	2	33	-7	-13
CCn1c(SCc2ccc(F)cc2)nc2c(c1=O)SCC2	-3	20	5	-6	0	-2	-14	-8	-8
Cc1cc(NC(=O)CSc2ncnc3ccccc23)no1	2	-32	-10	5	5	1	1	-3	-15
CC(C)CC(=O)OCC(=O)Nc1ccccc1Sc1ccccc1	-2	11	3	-4	-3	0	-1	4	-12
COC(OC)c1ccc(C#N)c(SCc2ccc(C)cc2)n1	-1	21	-5	-3	-9	-2	-1	-10	-19
N#Cc1cc2c(nc1SCC(=O)N1CCCCC1)CCCCC2	9	25	6	-7	-6	18	-1	2	-27[20 µM]
